Arr AP2 block: inhibitors of human beta-arrestin and AP2 interaction. FITC-arrestin peptide / GST-AP2 beads, flow cytometry; AP2 beta2 appendage carries R879A mutation. inhibition, % at 10 µM. 340,000 compounds, 0.31% hits. AID 504490;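 active = inhibition above a set limit, near 3 SD of compounds lacking own fluorescence, cut at about 54% in these data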;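 note: plate controls were DMSO wells for no effect and 5 µM unlabelled arrestin peptide for full effect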
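Assay system: GST-AP2 R879A bound to glutathione beads, E. coli-expressed; Medium: PBS with 0.05% Tween 20 and 0.1% BSA; Also added: fluorescein-tagged arrestin peptide at 50 nM final; Timing: 12 min plus 1 h, RT; Measured by: flow cytometry, FL1 (488/535 nm); Evaluation: percent drop in bead-associated FITC signal.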
Tat transport: E. coli Tat transport inhibition; inhibition, % at 10 µM; AID 488895; 340,000 compounds, 0.036% hits; E. coli MC4100 TorA-mCherry Tat export, fluorescence;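 active = mean replicate inhibition at least 50% and at least half of replicates individually reaching 50%; inconclusive = only one of the two criteria met; inactive = neither criterion met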;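 note: exported cargo escapes ClpAP degradation while cytoplasmic cargo is degraded and loses fluorescence; 0% = median of neutral control wells and 100% = median of NaSCN control wells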
PfHsp90 set2: growth inhibition of yeast expressing Plasmodium Hsp90. S. cerevisiae expressing PfHsp90, BacTiter-Glo ATP, 48 h; yeast lacking PDR1 and PDR3 efflux regulators. 310,000 compounds, 0.32% hits. AID 504621. inhibition, % at 9.4 µM;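 active = every replicate shows inhibition above about 80%, whatever the replicate mean, limit read from the data; inconclusive = mean inhibition reaches the set limit but some replicate falls short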;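 note: 0% = DMSO neutral controls and 100% = 20 µM radicicol positive controls; yeast relying on Plasmodium falciparum Hsp90 in place of its own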
Mot1-301 SUMO: SUMOylation pathway inhibition by Mot1-301 growth rescue; S. cerevisiae Mot1-301 growth rescue, ATP luminescence, 38.5C; percent above DMSO median, 100 means doubled; growth rescue, % at 18.8 µM; 320,000 compounds, 1% hits; AID 2716;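 active = every valid replicate shows activation above 250% relative to neutral control wells; inactive = the rest, any valid replicate at or below 250%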;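 note: OY570 slx delta 5 strain wells were the positive control but not used for scaling; some compounds called inactive have numbers as strong as hits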
PKA-R1A act: activators of PKA-R1A complex. P00514+P68181. PKA-R1A dissociation, Cy5-IP20 fluorescence polarization; scaled: DMSO 0%, 113 µM cGMP 100%. activation, % at 11.4 µM. 340,000 compounds, 0.083% hits;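 active = percent activation above the mean of all tested compounds plus 3 SD, cut at about 19% in these data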;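 note: higher means more PKAc released from R1A so a rise in polarization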
AddAB inh: less growth of phage-infected E. coli with AddAB; E. coli expressing H. pylori AddAB, absorbance growth; inhibition, % at 11.9 µM; AID 435030; 330,000 compounds, 0.29% hits; in the data active = inhibition above about 12%;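 note: 0% = vehicle wells of infected cells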
OPRM1-OPRD1 ag: agonists of human mu-delta opioid receptor heterodimerization | cells, OPRM1-OPRD1 heterodimerization, luminescence | activation, % at 9.3 µM | 340,000 compounds, 0.3% hits; in the data active = activation above about 18%;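 note: 0% = vehicle-treated cells and 100% = reference agonist; values of inactives mirror those of a sister screen read the other way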
Target sequence (P35372 whole entry, looked up): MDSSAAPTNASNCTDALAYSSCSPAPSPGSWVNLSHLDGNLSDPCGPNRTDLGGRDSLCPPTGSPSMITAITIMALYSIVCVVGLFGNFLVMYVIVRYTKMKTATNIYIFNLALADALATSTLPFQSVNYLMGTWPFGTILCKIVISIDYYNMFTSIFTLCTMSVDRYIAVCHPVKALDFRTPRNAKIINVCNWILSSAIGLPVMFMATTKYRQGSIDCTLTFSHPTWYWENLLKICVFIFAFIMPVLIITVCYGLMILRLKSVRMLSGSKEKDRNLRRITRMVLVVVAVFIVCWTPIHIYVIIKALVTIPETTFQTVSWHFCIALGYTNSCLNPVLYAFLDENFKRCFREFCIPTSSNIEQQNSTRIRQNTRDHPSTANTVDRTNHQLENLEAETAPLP
Target sequence (P41143 whole entry, looked up): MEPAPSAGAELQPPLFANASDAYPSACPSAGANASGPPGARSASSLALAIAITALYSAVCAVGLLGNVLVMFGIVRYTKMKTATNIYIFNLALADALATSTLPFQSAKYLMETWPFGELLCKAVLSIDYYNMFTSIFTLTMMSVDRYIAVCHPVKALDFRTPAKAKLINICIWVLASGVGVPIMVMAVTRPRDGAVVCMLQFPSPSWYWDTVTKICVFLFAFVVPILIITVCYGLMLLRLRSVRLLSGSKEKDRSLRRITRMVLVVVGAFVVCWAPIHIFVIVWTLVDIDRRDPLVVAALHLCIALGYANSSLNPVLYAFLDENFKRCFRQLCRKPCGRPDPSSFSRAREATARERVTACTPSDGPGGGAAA
phage Ecoli inh: E. coli growth loss with phage present | growth absorbance | inhibition, % at 11.9 µM | 360,000 compounds, 0.26% hits | AID 651602; in the data active = inhibition above about 11%
OPRM1-OPRD1 inv: mu-delta opioid heterodimer inverse agonism. P35372+P41143. cell-based MOR-DOR heterodimer luminescence. inhibition, % at 9.3 µM. 340,000 compounds, 0.21% hits. AID 504357; in the data active = inhibition above about 22%, passing the limit was not always enough;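 note: 0% = cells with DMSO and 100% = wells without cells with DMSO; values of inactives mirror those of a sister screen read the other way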
Pemphigus Ab inh: human desmoglein-3 autoantibody binding inhibition; DSG3-coupled beads, scFv-anti-DSG3-GFP binding, flow cytometry; active compounds read low; 310,000 compounds, 0.48% hits; binding (percent of control), % at 10 µM; AID 588358; P32926;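 active = binding more than 3 SD below its plate's average and above zero; inconclusive = below that plate limit but binding exactly zero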;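 note: hits lower antibody fragment binding to DSG3; some compounds called inactive have numbers as strong as hits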
Ecoli viability: reduces bacterial viability in AddAB counter-screen; E. coli V3065 growth, OD600 absorbance, 18 h; inhibition, % at 11.9 µM; 330,000 compounds, 0.27% hits;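 active = inhibition above the campaign's mean inhibition across all tested compounds plus 3 SD, cut at about 9.9% in these data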;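 note: uninfected addAB+ strain grown without phage in ampicillin broth; 0% = DMSO wells and 100% = ciprofloxacin 0.95 µg/ml wells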
The depositor's hits bear a star; i = inactive; ? = inconclusive; / = no result given; & = joins results of further samples.

item	SMILES	Arr AP2 block	Tat transport	PfHsp90 set2	Mot1-301 SUMO	PKA-R1A act	AddAB inh	OPRM1-OPRD1 ag	phage Ecoli inh	OPRM1-OPRD1 inv	Pemphigus Ab inh	Ecoli viability
1	O=C(COc1ccc2ccccc2c1Br)Nn1cnnc1	9	-4	18	33	-15	2.6	0.3	-5.0	-2	101	2.1
2	Cc1ccc(S(=O)(=O)N2CCC(C(=O)Nc3ccc(S(=O)(=O)N4CCCC4)cc3)CC2)cc1C	16	-1	-6	-16	-7	3.4	1.2	3.3	-8	99	5.0
3	CCCC[C@H]1COCCS(=O)(=O)N1Cc1ccc(F)cc1	-1	12	21	-23	-7	3.1	2.1	-0.7	-12	115	3.1
4	Cc1ccc(C(=O)N2CCCC(C(=O)c3ccc(Cl)cc3C)C2)cn1 (stereo unspecified)	-5	1	7	246	0	0.5	-2.4	2.1	13	/	-0.1
5	CCc1cc(Cl)c(OC)c(C(=O)NC[C@@H]2CCCN2CC)c1O	-5&17	?	6&10	12	-8&3	-0.8	0.1&0.4	3.3&3.8	0&-2	101	-0.9
6	CC(=O)Nc1nc2c(s1)CCc1ccccc1-2	-1	-1	-10	-12	-2	3.4	-1.4	1.4	7	108	-3.5
7	Nc1nc2c(s1)CCc1ccccc1-2	0	5	-14	-15	0	-0.3	4.0	2.7	-20	101	-1.4
8	O=C(CCCl)Nc1cc(SCCO)cc([N+](=O)[O-])c1	-5	-7	-5	11	8	1.8	-3.3	0.5	18	94	0.5
9	CN(C)c1ccc(/C=N/N(CCC(=O)NC(C)(C)C)C2=NS(=O)(=O)c3ccccc32)cc1	10	-3	-17	1	5	-1.4	0.2	3.0	-1	91	-2.4
10	CCN1CCN(CCc2nc3cc(NC(=O)COc4ccc(Cl)cc4)ccc3n2C)CC1	9	5	1	-12	-2	-0.4	0.6	0.7	-3	95	-1.7
11	COc1ccc(C(=O)CCC(C)(C)[N+](=O)[O-])cc1OC	7	6	23	22	3	-2.5	-1.1	2.0	5	/	-0.6
12	Cc1cc(NC(=O)c2ccc(NC(=O)c3cccs3)cc2)no1	-12	4	10	26	2	4.0	-0.5	4.1	3	102	3.0
13	CC(=O)OCC(OC(C)=O)C(OC(C)=O)C(OC(C)=O)C(=O)Nc1ccc(C)cc1 (stereo unspecified)	1	-7	-5	2	-12	0.2	-3.8	3.1	19	101	-1.3
14	COc1ccc(NC(=S)NC(C)C(c2ccccc2)N2CCOCC2)cc1 (stereo unspecified)	23	-2	19	-21	-6	5.4	-1.3	4.4	7	108	2.3
15	Cc1cccc2sc(N(CCN3CCOCC3)C(=O)CCS(=O)(=O)c3ccccc3)nc12	-2	1	-2	/	11	-1.3	-0.4	4.1	3	104	-2.5
16	COc1cc(C(=O)N/N=C/C2CC=CCC2)cc(OC)c1OC (stereo unspecified)	1	2	21	70	4	4.2	-0.7	1.3	4	92	1.5
17	CCC1=NN(C(=O)c2ccc(Cl)cc2)C(O)(c2ccccc2)C1 (stereo unspecified)	2	1	-10	-13	-5	0.8	-1.3	4.0	6	113	2.4
18	COc1ccc(S(=O)(=O)Oc2ccc(C(=S)N3CCOCC3)cc2OC)cc1	39	0	-2	i	1	3.0	-1.2	-4.2	6	115	-1.0
19	CCOCCCNC(=O)C1(O)c2cc(Br)ccc2NC(=O)N1c1ccc(OCC)cc1 (stereo unspecified)	30	-8	0	-1	0	-1.2	-4.8	0.2	21	100	2.2
20	O=C(NC(Cc1ccccc1)C(=O)O)/C(=C\c1ccc(F)cc1)NC(=O)c1ccccc1 (stereo unspecified)	-4	-5	-20	-2	-5	1.1	-2.6	2.2	15	80	0.3
21	NC(=O)C1(Nc2ccc(C(=O)O)cc2)CCCC1	44	-6	/	/	-3	/	-2.9	3.3	15	90	/
22	O=C(O/N=C1\CCS(=O)(=O)c2sccc21)C1CC1	48	0	3	-12	10	0.8	-2.7	0.9	14	98	0.0
23	COc1ccc(C(=O)N(CCc2ccccc2)Cc2ccccc2)cc1S(=O)(=O)N1CCOCC1	2	13	-3	-9	5	-0.3	0.6	2.7	-4	98	0.4
24	COc1ccccc1C(=O)NCC(=O)OCC(=O)c1ccc(Cl)s1	9	-2	/	-5	10	-0.9	-2.2	5.0	12	109	-1.5
25	C=Cc1cccc(NC(=O)c2ccc(NC(=O)c3ccco3)cc2)c1	-1	4	6	5	-16	11	-2.3	3.3	12	92	5.2
26	Cn1ncc(Cl)c1C(=O)N1CCN(S(=O)(=O)c2ccc(F)cc2)CC1	5	3	-22	-4	-14	1.0	-3.4	0.2	19	112	1.8
27	Cc1nc(-c2ccccc2)ccc1C(=O)O	3	-2	/	8	-7	2.9	-1.2	1.5	6	113	0.4
28	COCCNC(=O)C(=O)Nc1ccc(Br)cc1	6	-7	15	1	-9	2.2	-2.0	2.1	11	103	0.1
29	COc1cccc(/C=C2\Oc3cc(OCC(=O)N4Cc5ccccc5C[C@H]4C(=O)O)ccc3C2=O)c1	-1	11	-13	-6	-6	7.7	-3.8	/	19	108	-0.3
30	CCOC(=O)c1ccc(NC(=O)NCc2cccnc2)cc1	-5	-7	-18	-13	-10	-5.5	-2.5	0.1	14	107	-1.9

Carrying on.
item	SMILES	Arr AP2 block	Tat transport	PfHsp90 set2	Mot1-301 SUMO	PKA-R1A act	AddAB inh	OPRM1-OPRD1 ag	phage Ecoli inh	OPRM1-OPRD1 inv	Pemphigus Ab inh	Ecoli viability
31	COc1ccc(/C=C2\N=C(SC)N(C)C2=O)cc1	16	4	-19	-15	-5	0.8	-1.8	-0.8	10	99	1.0
32	Cc1ccccc1CNS(=O)(=O)c1c(C(=O)N2CCCCC2)c(C)n(C)c1C	-1	3	8	-6	13	3.2	-1.9	1.6	10	100	-1.0
33	CCCc1nc(N2CCN(C)CC2)c2sc(=S)n(-c3ccccc3)c2n1	9	4	29	22	2	4.1	-3.4	1.1	17	109	0.2
34	c1ccc(NCc2nc(-c3ccccc3)no2)cc1	-4	2	-13	-14	-1	1.4	0.4	3.8	-2	99	-2.3
35	O=C(NNC1CC(=O)N(c2ccccc2)C1=O)c1cccnc1 (stereo unspecified)	-22	8	-4	-3	6	-0.1	-2.9	3.9	15	112	-4.1
36	N=c1n(CCN2CCCCC2)c2ccccc2n1CC(O)COc1ccccc1 (stereo unspecified)	-3	7	-19	4	8	1.1	/	0.7	/	103	-0.5
37	COc1ccc(C(=O)NC(=S)N2CCC(C)CC2)cc1Br	2	-8	8	1	-5	2.0	-2.6	-2.3	15	/	-2.1
38	COc1ccc(C(=O)c2ccccc2Cl)cc1	1	-1	/	6	6	2.5	-0.7	1.5	4	108	2.0
39	CC(C)c1ncc(S(=O)(=O)c2ccc(C(F)(F)F)cn2)c(N)n1	-7	-7	2	25	1	-1.6	-2.2	-2.9	11	/	-0.7
40	COc1ccccc1NC(=O)O/N=C(\N)c1ccccc1	-1	-10	0	-15	-7	1.0	-1.3	1.5	7	87	0.8
41	COc1ccccc1NC(=O)c1ccccc1NC(=O)c1cc(Cl)ccc1NC(=O)c1ccco1	-1	-1	/	-22	-6	1.0	-1.1	0.6	5	98	0.5
42	COc1cc(CC(=O)N(C)CC(=O)Nc2cc(C)ccc2C)cc(OC)c1OC	-5	-5	-8	-14	2	3.2	-1.8	3.0	11	106	1.2
43	COc1ccccc1OCC(=O)Nc1c2c(nn1-c1ccc(C)cc1)CS(=O)(=O)C2	-27	3	-2	-3	6	1.9	-0.9	-0.8	6	104	-0.3
44	O=C(Cc1ccc2c(c1)OCCO2)N1CCN(S(=O)(=O)c2cccc(Cl)c2Cl)CC1	0	-6	10	386	-10	-2.4	-2.9	3.1	14	81	0.9
45	COc1ccccc1Nc1nc(NCCO)nc(N2CCCC2)n1	12	3	-7	-8	4	2.4	0.2	1.4	-1	101	-0.8
46	COc1ccc(CNC(=O)c2cccc(S(=O)(=O)N3CCN(c4ccc(F)cc4)CC3)c2)cc1	8	28	-2	/	-5	/	1.5	4.9	-10	97	/
47	Cc1ccc(OCc2cc(C(=O)Nc3ccccc3)oc2C)cc1	-2	-1	7	19	-4	2.7	3.4	3.8	-19	79	2.5
48	COc1ccccc1OCc1cc(C(=O)N2CC3C[C@@H]4CC2C[C@H](C3)C4)no1	-13	13	-3	6	5	2.2	-2.6	2.1	13	106	-2.3
49	CN1C(=O)N(C)C2(CC1(C)C)CC(C)(C)N(C)C(=O)N2C	0	-6	-22	-1	-1	2.0	-1.6	3.4	9	100	2.0
50	Cc1nc(N)nc(N/N=C/c2c(F)cccc2Cl)n1	8	-4	-33	-7	0	0.5	-3.2	1.5	14	100	-2.6
51	O=C(CCN1C(=O)c2ccccc2C1=O)Nc1ccc(-c2cn3ccsc3n2)cc1	4	-4	-9	-6	13	-3.2	-1.8	3.8	11	/	-2.6
52	COc1ccc(CC(=O)NCc2nnc(SCC(=O)Nc3cccc(F)c3)n2C)cc1	44	-2	-13	1	4	1.0	-2.6	0.9	12	97	0.1

Compound activity from PubChem.
